Tat export inh – E. coli Tat transport inhibition; hit rate 0.036% among 340,000; E. coli MC4100 TorA-mCherry Tat export, fluorescence; inhibition, % at 10 µM;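 active = mean replicate inhibition at least 50% and at least half of replicates individually reaching 50%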;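 note: exported cargo escapes ClpAP degradation while cytoplasmic cargo is degraded and loses fluorescence; 0% = median of neutral control wells and 100% = median of NaSCN control wells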
OPRM1-OPRD1 ag – agonists of human mu-delta opioid receptor heterodimerization | P35372+P41143 | cells, OPRM1-OPRD1 heterodimerization, luminescence | activation, % at 9.3 µM | hit rate 0.3% among 340,000 | AID 504326; in the data active = activation above about 18%;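 note: 0% = vehicle-treated cells and 100% = reference agonist; values of inactives mirror those of a sister screen read the other way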
Ecoli viability – bacterial growth inhibition, counter-screen for AddAB inhibitors; E. coli V3065 growth, OD600 absorbance, 18 h; inhibition, % at 11.9 µM; hit rate 0.27% among 330,000; AID 449728;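 active = inhibition above the campaign's mean inhibition across all tested compounds plus 3 SD, cut at about 9.9% in these data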;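 note: uninfected addAB+ strain grown without phage in ampicillin broth; 0% = DMSO wells and 100% = ciprofloxacin 0.95 µg/ml wells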
MOR-DOR inv ag – inverse agonist of human OPRM1-OPRD1 heterodimerization. P35372+P41143. cell-based MOR-DOR heterodimer luminescence, inverse agonism. inhibition, % at 9.3 µM. hit rate 0.21% among 340,000. AID 504357; in the data active = inhibition above about 22%, passing the limit was not always enough;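 note: 0% = cells with DMSO and 100% = wells without cells with DMSO; values of inactives mirror those of a sister screen read the other way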
PKA-R1A act – activators of PKA-R1A complex; PKA-R1A dissociation, Cy5-IP20 fluorescence polarization; scaled: DMSO 0%, 113 µM cGMP 100%; activation, % at 11.4 µM; hit rate 0.083% among 340,000;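 active = percent activation above the mean of all tested compounds plus 3 SD, cut at about 19% in these data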;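 note: higher means more PKAc released from R1A so a rise in polarization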
Mot1-301 SUMO – blocks SUMOylation pathway, rescuing yeast Mot1-301 growth. growth rescue, % at 18.8 µM. S. cerevisiae Mot1-301 growth rescue, ATP luminescence, 38.5C; percent above DMSO median, 100 means doubled. hit rate 1% among 320,000;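 active = every valid replicate shows activation above 250% relative to neutral control wells; inactive = the rest, any valid replicate at or below 250%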;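 note: OY570 slx delta 5 strain wells were the positive control but not used for scaling; some compounds called inactive have numbers as strong as hits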
HTR5A inv ctr – inverse agonist of human HTR5A in OPRM1-OPRD1 counter-screen; P47898; HTR5A cell line, luminescence, inverse agonism; inhibition, % at 9.3 µM; hit rate 0.083% among 340,000; AID 504634; in the data active = inhibition mostly above about 23%, no sharp cut-off; inactive = mostly below about 18%;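 note: 0% = cells with DMSO and 100% = no-cell wells with DMSO; some compounds called inactive have numbers as strong as hits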
Target sequence (P47898 whole entry, looked up): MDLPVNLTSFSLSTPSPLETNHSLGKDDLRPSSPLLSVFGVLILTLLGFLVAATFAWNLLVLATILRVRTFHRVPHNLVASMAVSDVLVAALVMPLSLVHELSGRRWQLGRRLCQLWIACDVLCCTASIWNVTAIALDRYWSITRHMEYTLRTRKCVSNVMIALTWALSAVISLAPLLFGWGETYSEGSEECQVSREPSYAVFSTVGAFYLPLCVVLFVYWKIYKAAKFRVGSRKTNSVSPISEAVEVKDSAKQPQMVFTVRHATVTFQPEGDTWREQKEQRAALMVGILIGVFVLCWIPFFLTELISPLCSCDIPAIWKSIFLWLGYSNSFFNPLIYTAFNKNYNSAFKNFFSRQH
phage Ecoli inh – E. coli growth loss with phage present. growth absorbance. inhibition, % at 11.9 µM. hit rate 0.26% among 360,000. AID 651602; in the data active = inhibition above about 11%
AddAB inh – less growth of phage-infected E. coli with AddAB. AID 435030. E. coli expressing H. pylori AddAB, absorbance growth. hit rate 0.29% among 330,000. inhibition, % at 11.9 µM; in the data active = inhibition above about 12%;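 note: 0% = vehicle wells of infected cells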
PfHsp90 set2 – growth inhibition of yeast expressing Plasmodium Hsp90; inhibition, % at 9.4 µM; hit rate 0.32% among 310,000; S. cerevisiae expressing PfHsp90, BacTiter-Glo ATP, 48 h; yeast lacking PDR1 and PDR3 efflux regulators;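 active = every replicate shows inhibition above about 80%, whatever the replicate mean, limit read from the data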;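 note: 0% = DMSO neutral controls and 100% = 20 µM radicicol positive controls; yeast relying on Plasmodium falciparum Hsp90 in place of its own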
PKA-R2B act – PKA-R2B complex activation; PKA-R2B holoenzyme dissociation, Cy5-IP20 fluorescence polarization; R2B truncated from residue 108, S112A mutant; 0% DMSO only, 100% 113 µM cGMP; activation, % at 11.4 µM; P22694+P31323; hit rate 0.079% among 340,000; AID 504700;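 active = activation above a cutoff set at the mean over all compounds plus 3 SD, cut at about 18% in these data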;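 note: higher means more holoenzyme dissociation and a rise in polarization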
Target sequence (P31323 whole entry, looked up, other chains not shown, the tested form may be a part): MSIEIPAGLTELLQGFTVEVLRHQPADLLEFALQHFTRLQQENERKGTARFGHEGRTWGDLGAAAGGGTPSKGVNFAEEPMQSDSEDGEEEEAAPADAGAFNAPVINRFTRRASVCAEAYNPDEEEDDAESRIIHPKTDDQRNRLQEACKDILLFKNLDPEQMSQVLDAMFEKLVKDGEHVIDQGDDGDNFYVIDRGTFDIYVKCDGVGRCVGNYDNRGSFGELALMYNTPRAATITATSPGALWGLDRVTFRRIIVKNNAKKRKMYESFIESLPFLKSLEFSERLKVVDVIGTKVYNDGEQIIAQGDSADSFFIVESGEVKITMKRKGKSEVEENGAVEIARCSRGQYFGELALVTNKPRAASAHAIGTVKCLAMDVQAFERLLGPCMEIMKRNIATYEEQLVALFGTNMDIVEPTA
* hit, by the source's call; . = not tested or not shown.

SMILES	Tat export inh	OPRM1-OPRD1 ag	Ecoli viability	MOR-DOR inv ag	PKA-R1A act	Mot1-301 SUMO	HTR5A inv ctr	phage Ecoli inh	AddAB inh	PfHsp90 set2	PKA-R2B act
CCCCSc1nc2c(=O)[nH][nH]c(=O)c2n1Cc1ccccc1	1	0.5	1.7	-3	-10	-26	-6	2.6	-3.7	3	3
CCOC(=O)N1CCN(S(=O)(=O)c2ccc(C)cc2)C1c1ccc(OC)cc1 (stereo not given)	3	-0.6	0.3	3	-2	7	0	2.4	2.2	-16	-2
COc1ccc(N2CCC(CNC(=O)Nc3ccc(C)c(C)c3)C2)cc1 (stereo not given)	-17	0.8	-0.3	-5	-11	-7	8	-1.0	0.2	6	-21
CCOC(=O)c1[nH]c(C)c(C(=O)OCC(=O)NC(C)c2ccc(F)cc2)c1C (stereo not given)	2	-1.9	0.5	7	-4	11	7	2.3	3.4	2	3
CCOCCCNS(=O)(=O)c1ccc(-n2cnnn2)c(OC)c1	4	0.9	0.1	-6	-1	4	-11	-0.5	1.0	-13	0
Cc1ccc2[nH]c(-c3cccc(N)c3)cc2c1	-5	1.2	-1.6	-8	-2	-29	14	1.9	-0.5	-6	3
CCc1ccc(/C=N\n2cnnc2)cc1	7	-1.8	-3.8	9	-13	-6	25	-0.1	1.6	-10	3
Cc1c(C(=O)NCc2ccccn2)oc2ccc(Br)cc12	-7	1.9	-0.3	-10	-3	24	-5	4.6	0.3	4	1
CCCCN(C(=O)Cc1ccc(S(=O)(=O)N2CCOCC2)s1)c1c(N)n(CCCC)c(=O)[nH]c1=O	9	-1.5	-1.0	9	7	14	5	2.8	-0.9	.	6
COc1cccc(CN(C)Cc2nc(C3CC3)no2)c1	10	0.6	1.2	-3	-9	36	-40	1.7	0.2	1	-5
Cc1c(NC(=S)SCc2ccccc2)c(=O)n(-c2ccccc2)n1C	5	-4.0	0.9	20	-7	2	5	3.8	0.8	-2	3
Cc1ccc2oc(C(=O)N3CCN(c4cccc(C)n4)CC3)c(C)c2c1	9	7.7	0.5	-39	-6	9	14	3.1	3.0	15	5
Cc1ccc(NC(=O)C2OCCc3ccccc32)cc1Cl (stereo not given)	4	5.3	0.0	-28	-10	2	-37	1.6	-1.9	.	-2
Fc1ccccc1NC(=S)NCCc1ccccc1	1	1.4	0.7	-6	-5	4	-10	1.4	4.5	3	0
COc1ccc(-c2cnn3c4c(c(C)nc23)CCN4C(C)C)cc1OC	7	-1.4	0.8	6	6	438	2	2.1	4.2	23	-6
Cc1noc(C)c1NC(=O)N(C)C[C@H]1Oc2ccc(NS(=O)(=O)c3c(C)noc3C)cc2C(=O)N([C@H](C)CO)C[C@@H]1C	-5	0.3	-0.7	-2	0	-18	12	1.4	0.7	-10	-3
CCn1c(SCC(=O)NC2CCCC2)nnc1-c1cccnc1	4	-1.4	2.6	9	-9	23	-9	-0.5	3.4	19	3
CCn1c(SCC(=O)N2CCC(C(N)=O)(N3CCCCC3)CC2)nnc1-c1ccccc1	-1	-1.5	1.5	8	-2	0	-13	0.7	-1.0	-8	-15
COc1ccc(CC(=O)NCc2nnc(SCc3ccc([N+](=O)[O-])cc3)n2C)cc1	-2	-2.1	0.3	11	-4	-40	-3	0.8	1.4	10	6
O=C1CC(Nc2ccc(N3CCOCC3)cc2)C(=O)N1C1CCCCC1 (stereo not given)	-2	0.5	-0.9	-2	-4	2	-18	2.4	2.7	-8	-1
O=C(NCCc1ccccc1)C1CCC(CNc2c(N3CCCCC3)c(=O)c2=O)CC1 (stereo not given)	7	-1.4	-0.9	8	6	0	-18	-0.2	2.6	27	-1
COc1ccc(C(=O)C2CCCN(Cc3ccc4nonc4c3)C2)cc1F (stereo not given)	-3	-2.6	3.1	13	-1	21	-3	1.0	1.5	11	-11
O=C(C(=O)c1ccc(O)c(O)c1)c1ccc(O)c(O)c1	1	-3.6	.	18	-6	.	6	4.9	.	9	-3
Cc1ccc([C@@H]2CC=C(C(=O)O)CN2S(=O)(=O)c2ccccc2C)cc1	4	-3.4	0.6	19	-14	-2	9	2.2	-0.6	-9	5
CN(CC(=O)NCc1ccccn1)S(=O)(=O)c1ccc(Br)cc1	0	-2.0	-0.2	10	4	-8	9	1.4	-2.6	-22	-7
Cc1ccc(NC(=O)CN(C)C(=O)C(Sc2ccccc2)c2ccccc2)cc1 (stereo not given)	13	1.6	-0.7	-6	-2	-1	21	3.4	1.5	-21	3
CC1CN(C(=O)CCC(=O)NCc2ccc(Cl)cc2)c2ccccc2S1 (stereo not given)	-2	0.5	-0.2	-2	-7	6	-4	1.2	5.9	3	-3
CC1CCCC(C)N1C(=O)COC(=O)c1cccnc1Cl (stereo not given)	-9	0.1	4.0	0	-3	1	-10	9.9	4.5	-19	6
Cc1ccccc1NC(=O)c1ccccc1NS(=O)(=O)c1cccc2cccnc12	4	-1.0	-3.9	6	1	-27	-29	2.0	-2.4	8	0
Cc1ccc(SCc2cc(=O)[nH]c(/N=C(\N)Nc3ccccc3Sc3ccccc3)n2)cc1	5	-1.0	0.8	6	-12	-8	13	0.9	3.1	-5	-6
C(=N\n1cnnc1)/c1ccc2c(c1)OCO2	0	-0.8	-0.9	4	2	-17	7	2.4	3.3	-1	-10
CCn1c(=O)c2c(n3c(=S)[nH]nc13)-c1ccccc1CC21CCCCC1	-4	-2.0	0.5	10	6	-19	-3	2.9	-0.3	-11	-12
O=C1COc2ccc(C(=O)COC(=O)Cc3ccc(Cl)cc3)cc2N1	0	0.2	-0.2	-1	-6	.	0	-1.1	0.3	.	1
CCOc1ccc(NS(=O)(=O)c2cc(NC(=O)C3CC3)ccc2C)cc1Br	3	3.1	0.3	-16	-10	-7	4	4.6	0.9	-6	-4
Cc1ccc(S(=O)(=O)NC2=NCN(C(C)C)CN2)cc1	-2	-2.0	0.2	11	5	-15	6	3.0	1.4	4	-2
CSc1nc(Cl)cc(N2CCOCC2)n1	-3	-3.0	0.2	15	-10	8	7	5.7	0.0	17	-9
O=C(CSc1nc2ccccc2[nH]1)Nc1ccc(N2CCOCC2)cc1	-16	-0.8	14*	4	2	-1	-2	13*	25*	2	2
COCCCNC(=O)c1cc(C)nn1-c1ccccc1	-9	-1.1	-1.9	6	-11	5	-16	4.8	1.6	-5	-4
CC(=O)c1sc(NC(=O)c2cccc3ccccc23)nc1C	6	-3.1	2.7	15	-3	-13	-18	1.7	-0.6	12	-4
CCOC(=O)C(Cc1ccc(O)cc1)NC(=O)CCc1c[nH]c2ccccc12 (stereo not given)	4	-2.8	-0.4	12	8	-3	7	1.8	-2.5	-19	-6
COc1ccc(CC(=O)N2CCN(c3ccccc3)CC2)cc1	-2	2.4	0.3	-11	4	-11	18	4.0	-0.2	1	-3
Cc1ccc(C(=O)N2CCOCC2)cc1S(=O)(=O)Nc1cccc(C)c1C	-5	-0.3	0.4	2	0	12	-11	2.5	0.8	10	1
N#CCC(=O)Nc1ccc(C(=O)NNC(=O)CCN2CCN(c3ccccc3)CC2)cc1	-3	-2.0	-0.9	10	1	-4	6	-1.1	0.3	0	-3
Cc1c(C(=O)NCc2cccnc2)sc2ncn(CC(=O)N3CCCCC3C)c(=O)c12 (stereo not given)	1	-2.3	.	11	-10	.	27	1.5	.	.	-1
COCC1CCCCN1Cc1cn(-c2ccccc2)nc1-c1ccc2c(c1)OCO2 (stereo not given)	-2	1.7	0.8	-8	-3	21	-10	2.8	-1.0	14	4
O=C(Cn1cnc2c(nnn2Cc2ccc(Cl)cc2)c1=O)c1ccccc1	-12	1.1	-3.7	-6	1	8	3	-0.1	-2.6	-11	-3
Cc1nc2cc(-c3ccc(F)cc3)[nH]n2c(=O)c1C	-3	-3.4	1.4	16	1	25	5	2.2	2.9	7	2
CCOC(=O)C1=C(C)Nc2ccccc2N/C1=N\S(=O)(=O)c1ccc(Cl)cc1	-10	-2.0	0.2	8	-2	-9	-10	3.7	1.2	-10	1
O=C(COC(=O)CCS(=O)(=O)c1ccc(F)cc1)NC1CCCCC1	-2	-3.1	0.2	12	1	-2	9	1.4	2.6	-7	-2
COCC(=O)OCC(=O)Nc1ccccc1-c1ccccc1	-1	-0.6	-0.8	3	4	8	18	-0.9	-0.3	14	15
O=C(CCCN1C(=O)c2ccccc2C1=O)NC1=NCCS1	-4	-0.4	.	2	-11	.	-1	4.0	.	-1	-1
Cc1cccc(CSc2ncnc3ccccc23)c1	-7	8.2	-0.2	-37	0	-16	-21	3.7	1.3	-31	4
O=C(Nc1ccc(Cl)cc1)c1nc[nH]c1C(=O)NCc1ccccc1	26	1.3	-1.5	-7	5	-12	-12	3.0	-1.5	.	2
CCOC(=O)c1c(C)[nH]c(C)c1C(=O)CSc1nncs1	-2	-3.0	0.6	15	2	0	-10	2.3	1.4	27	1
O=C(Nc1cccc(-c2nc3ccccc3c(=O)o2)c1)c1ccccc1	-1	0.1	2.5	0	2	-2	0	5.4	6.5	-38	-8
CCOC(=O)C1(C)NC(c2cccs2)C2C(=O)N(c3ccc(C)cc3)C(=O)C21 (stereo not given)	-1	-2.8	1.0	16	-8	59	-3	1.7	3.3	4	-2
CC(Oc1ccccc1)C(=O)Nc1ccc(S(=O)(=O)N2CCN(C)CC2)cc1 (stereo not given)	1	-3.8	-2.3	19	-2	-12	17	3.8	-0.1	.	-7
CC1(C)Cc2cccc(C(=O)Nc3ccncc3)c2O1	-2	-0.9	2.0	5	-10	6	-16	1.6	0.9	3	-4
CC(OC(=O)c1ccccn1)C(=O)Nc1ccc2c(c1)OCCO2 (stereo not given)	1	-1.4	1.8	6	-7	4	3	2.9	4.6	4	-5
Cc1ccc(-n2cnc3c(sc4nccc(N(C)C)c43)c2=O)cc1	-8	-4.5	-0.7	19	-1	7	-3	0.6	1.7	-5	-6

Later entries:
SMILES	Tat export inh	OPRM1-OPRD1 ag	Ecoli viability	MOR-DOR inv ag	PKA-R1A act	Mot1-301 SUMO	HTR5A inv ctr	phage Ecoli inh	AddAB inh	PfHsp90 set2	PKA-R2B act
COc1ccc(CNC(=O)CNC(=O)c2cccs2)c(OC)c1	-1	-2.9	0.4	15	-5	3	-1	1.1	1.4	-17	3
COc1ccc(OCCCC(=O)OCC(=O)Nc2sccc2C(N)=O)cc1	4	-2.9	-0.6	14	-10	0	8	0.5	0.9	-6	-6
CCOc1cc(/C=C2\C(=O)N(CCc3ccc(OC)c(OC)c3)C(C)=C2C(=O)OC)ccc1O	14	-2.5	-0.8	13	-10	-32	-17	2.7	1.1	5	-12
COc1cccc(NC(=O)NNS(=O)(=O)c2ccc(OC)cc2OC)c1	4	-1.1	.	6	-2	9	-5	1.0	.	-3	-2
COc1ccc(-c2sc3ccc(OC)cc3c2C#CCCO)cc1	18	-1.6	0.5	9	-4	-10	5	.	-0.5	-46	-18

High-throughput results as filed in PubChem BioAssay.

This is a random part of the collection. Share with any hit: about 2.2%.
